Screening data (PubChem)
HSF1 inhib: HSF1 inhibitors in luciferase reporter cells, primary screen, cell-based, NIH3T3, luminescence; NIH3T3-HGL HSE-luciferase, MG132-induced, luminescence 8 h; active compounds read low; actives 0.77% (n = 300,000); activity change, negative = inhibition, % at 7.5 µM (by protocol);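 active = more than half of replicate wells show activity change below -50%, luminescence cut by over half; inconclusive = some wells, but at most half, below -50%; inactive = no replicate well below -50%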;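 also: luciferase reports HSF-1 transcriptional activity via heat shock element; 0% = median of DMSO wells and -100% = zero luminescence signal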
GSK3B inh: human GSK3beta kinase inhibitors, primary screen, biochemical, cell-free homogeneous, HTS. GST-GSK3beta kinase, ADP-Glo luminescence, 60 min; active compounds read low. actives 0.038% (n = 300,000). AID 2097, 2009. activity score (negative = inhibition), % at 10 µM;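 active = more than half of replicate wells score below -50%, meaning over 50% inhibition versus plate controls; inconclusive = some replicates but at most half score below -50%; inactive = no replicate scores below -50%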;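 also: 0% = median DMSO wells and -100% = median GW8510 positive control wells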
Target sequence (P49841 whole entry, looked up): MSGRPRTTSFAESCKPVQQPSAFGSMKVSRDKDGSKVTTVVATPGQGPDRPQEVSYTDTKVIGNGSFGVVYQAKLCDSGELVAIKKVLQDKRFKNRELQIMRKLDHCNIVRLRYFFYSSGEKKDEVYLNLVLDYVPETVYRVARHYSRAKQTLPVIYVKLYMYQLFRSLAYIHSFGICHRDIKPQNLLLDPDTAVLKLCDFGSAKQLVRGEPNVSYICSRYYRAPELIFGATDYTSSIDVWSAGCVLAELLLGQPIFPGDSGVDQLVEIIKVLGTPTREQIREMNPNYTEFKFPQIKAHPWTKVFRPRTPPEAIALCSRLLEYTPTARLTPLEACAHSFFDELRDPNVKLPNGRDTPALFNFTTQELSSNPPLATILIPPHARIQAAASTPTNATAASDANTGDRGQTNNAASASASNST
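Test system: GST-tagged human GSK3beta kinase, cell-free; evaluation: activity score scaled between in-plate DMSO and GW8510 controls; measured by: ADP-Glo luminescence; incubation: 60 min reaction, RT; benchmarks: DMSO and 20 µM GW8510; reagent: peptide substrate plus 25 µM ATP (final); medium: Tris/MgCl2 kinase buffer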
AI-2 QS mod: Vibrio harveyi AI-2 quorum sensing modulators, primary screen, JMH597 strain, luminescence/OD600 ratio | Vibrio harveyi JMH597 AI-2 luminescence/OD600 ratio, 9 h; active compounds read low; strain lacks LuxN and CqsS sensors; 0 = neutral-control median | activity change, % at 7.5 µM | actives 0.4% (n = 300,000); in the data active = activity change below about -75%, passing the limit was not always enough; inconclusive = no clear call, values can overlap the other calls;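 also: luminescence divided by OD600 gain over 9 h not by final OD600 alone; inactives centre near 13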
PolyA inh: polyadenylation inhibitors in yeast reporter cells, primary screen, luminescence, S. cerevisiae; AID 1875, 2009; S. cerevisiae SKY197-pL101 polyadenylation reporter, beta-gal luminescence; efflux-impaired pdr1/pdr3 knockout yeast; score 100 = 6 SD above DMSO; calls only at 12 µM; actives 0.02% (n = 300,000);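 active = lowest replicate activity score at least 50, where 100 means six control SD above control mean; inconclusive = lowest score under 50 but half or more replicates reach 50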;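 also: yeast exposed to compound for 9 h at 30 °C; higher score means more reporter readthrough which indicates perturbed polyadenylation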
HSP90 refold inh: HSP90 inhibitors, primary screen, cell lysate, luminescence; inhibition, % at 5.6 µM; actives 0.91% (n = 290,000); Rabbit reticulocyte lysate, luciferase refolding luminescence, 3 h; Heat shock protein HSP 90 (rabbit reticulocyte lysate; luciferase refolding);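 active = inhibition above the screen-wide mean plus 3 SD, computed separately per campaign, cut at about 16% in these data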;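 also: 0% = DMSO wells and 100% = 60 µM geldanamycin wells; inhibitors lower the luminescence because luciferase stays unfolded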
HSF-1 act: HSF-1 activators, primary screen, NIH3T3-HGL cells, MG132 stress, luminescence, single point | NIH3T3-HGL HSF-1 luciferase reporter, 8 h; 100% = twice DMSO control signal | activation, % at 9 µM | actives 1.7% (n = 300,000);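 active = mean replicate activation of at least 50% with a set share of replicates each reaching 50%; inconclusive = only one of those two conditions met; inactive = mean below 50% and too few replicates reaching it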;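 also: 0% = median of the neutral control wells and 100% = twice that signal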
GSK3 alpha inh: blockers of GSK3A enzyme activity – biochemical, luminescence, cell-free homogeneous, HTS, primary screen; Glycogen synthase kinase-3 alpha (Homo sapiens), P49840; GSK-3 alpha kinase, ADP-Glo luminescence, 60 min; inhibition, % at 10 µM; actives 0.1% (n = 320,000);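 in the data active = inhibition above about 50%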;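 also: GST-tagged GSK-3 alpha with peptide substrate and 25 µM ATP; 0% = DMSO neutral wells and 100% = GW8510 positive control wells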
Target sequence (P49840 whole entry, looked up): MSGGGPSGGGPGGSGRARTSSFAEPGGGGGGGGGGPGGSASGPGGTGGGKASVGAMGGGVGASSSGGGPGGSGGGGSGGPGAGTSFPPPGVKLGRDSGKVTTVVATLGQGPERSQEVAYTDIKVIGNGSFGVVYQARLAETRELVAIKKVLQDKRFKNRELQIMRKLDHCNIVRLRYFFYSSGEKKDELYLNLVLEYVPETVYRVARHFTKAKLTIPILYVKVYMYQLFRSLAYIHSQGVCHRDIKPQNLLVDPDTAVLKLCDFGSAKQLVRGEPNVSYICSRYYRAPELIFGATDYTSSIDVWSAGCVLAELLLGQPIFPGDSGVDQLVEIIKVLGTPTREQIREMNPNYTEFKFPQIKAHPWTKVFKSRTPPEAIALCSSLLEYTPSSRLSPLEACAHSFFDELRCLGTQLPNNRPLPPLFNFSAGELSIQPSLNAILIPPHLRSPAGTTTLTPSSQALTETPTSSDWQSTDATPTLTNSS
IEC-6 tox: cytotoxicity in IEC-6 intestinal epithelial cells, primary screen, cytotoxicity control for KLF5 inhibitor project, cell-based, luminescence. IEC-6 cytotoxicity, luminescence viability. actives 0.78% (n = 290,000). inhibition, % at 5 µM; in the data active = inhibition above about 22%;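 also: 0% = plate median of test compound wells and 100% = cytotoxic reference compound wells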
KLF5 inhibitor: KLF5 expression inhibitors, primary screen, DLD-1 cells, luminescence; DLD-1 KLF5 promoter-luciferase reporter; inhibition, % at 5 µM; actives 0.23% (n = 290,000);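 active = inhibition above a per-plate limit of that plate's mean compound inhibition plus 3 SD, cut at about 60% in these data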;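 also: 0% = DMSO wells and 100% = LY294002 at 200 µM; higher means less KLF5 promoter-driven luciferase light; inactives centre near -14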
aSyn 5UTR inh: MLPCN primary screen, SNCA 5' untranslated region; alpha-synuclein 5'UTR reporter, inhibitor activity; inhibition, % (tested at 7.5 µM); actives 0.82% (n = 300,000); in the data active = inhibition above about 60%; inconclusive = no clear call, values can overlap the other calls;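 also: H4 neuroglioblastoma cells stably carrying SNCA 5'UTR luciferase fusion; 0% = DMSO wells and 100% = positive control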
* = called active by the depositor; i = inactive; ? = inconclusive; nt = not tested or not shown.

SMILES	HSF1 inhib	GSK3B inh	AI-2 QS mod	PolyA inh	HSP90 refold inh	HSF-1 act	GSK3 alpha inh	IEC-6 tox	KLF5 inhibitor	aSyn 5UTR inh
Cc1ccc(C)n1-c1ccc(C(=O)N/N=C/c2ccncc2)cc1	-5	nt	nt	i	-2	3	1	-2	-27	-23
c1ccc2c(c1)nnn2Cc1nnc2sc(-c3ccc4c(c3)OCCO4)nn12	nt	4	13	i	2	nt	-1	9	-9	-10
O=C(Nc1ccccc1)O/N=C(\c1ccccc1)c1ccccn1	-1	0	17	i	-1	-7	-3	-8	-9	-9
CC(=O)c1cccc(NC(=O)COC(=O)c2cccc(N3C(=O)c4ccccc4C3=O)c2)c1	-4	-2	18	i	-2	9	-1	0	-19	12
CN1CCc2c(sc3c2C(=O)NC(c2ccc(-c4cccc(Cl)c4)o2)N3)C1 (stereo unspecified)	4	0	25	i	3	-1	1	-5	-7	-9
COc1ccc(C)cc1-n1nnnc1SCC1CCCCO1 (stereo unspecified)	nt	-5	5	i	1	nt	-1	-2	-14	16
Cc1cc(NC(=O)C2CC=CCC2C(=O)O)no1 (stereo unspecified)	0	-3	14	i	-2	6	0	-2	-3	36
O=C(Nc1ccc(OCC(=O)N2CCOCC2)cc1)Nc1cccc2ccccc12	-4	-1	16	i	-1	6	0	-2	-8	1
CCOc1ccc(NC(C)C(=O)N/N=C/c2cccs2)cc1 (stereo unspecified)	2	2	7	i	4	-9	-1	-6	1	-8
Clc1cc(Cl)cc(CN2CCSCC2)c1	-1	0	29	i	-1	2	-2	-8	-14	-12
O=C(/C=C/c1ccco1)Nc1ccccc1C(=O)O	2	1	29	i	7	6	-2	-4	-122	-117
CCOC(=O)N1CCN(C(=O)c2cnc3n(c2=O)CCS3)CC1	21	-6	14	i	0	?	1	2	18	-9
CN(Cc1nccn1C)C(=O)C1CCC(=O)N(CCc2ccc(Cl)cc2)C1 (stereo unspecified)	-3	1	16	i	5	-6	-2	0	-9	-2
O=c1/c(=C/c2ccccc2)sc2nnc(-c3cccs3)n12	27	1	15	i	0	64*	0	-7	-11	2
COc1ccc(C2N(Cc3ccccc3)CC(=O)N2/N=C(\C)c2ccccc2)cc1 (stereo unspecified)	-9	0	14	i	8	11	-3	-2	-7	-29
c1cc(Nc2ncnc3sccc23)cc(-c2nnc3n2CCCCC3)c1	-1	3	9	i	-2	10	5	6	-17	10
Cc1coc2cc3oc(=O)c(CCC(=O)O)c(C)c3cc12	0	-2	17	i	-2	-12	-3	1	-28	-13
Cc1cc(/C=C2\SC(=O)N(C)C2=O)c(C)n1-c1ccc(S(N)(=O)=O)cc1	4	0	21	i	-1	3	-1	4	-52	-48
CCOC(=O)N1CCC(N2Cc3cccc(C(=O)NCc4ccccc4OC)c3C2=O)CC1	1	-3	25	i	2	6	4	2	-10	-7
Cc1ccc(S(=O)(=O)N(c2ccccc2)C2CCS(=O)(=O)C2)cc1 (stereo unspecified)	10	2	18	i	4	18	6	-2	-27	7
Cc1ccc(-c2cc(C(=O)N3CCCCCC3)no2)cc1	1	10	-66	i	23*	3	2	2	-118	-30
CC1CCCN(S(=O)(=O)c2ccc(NC(=O)Cn3nnc(-c4ccccc4F)n3)cc2)C1 (stereo unspecified)	0	2	9	i	2	-11	-2	-7	-6	7
COc1ccc(C(=O)Nc2ccc(Cl)cc2C(=O)N2CCOCC2)cc1	1	4	-1	i	-2	20	0	3	0	1
CCc1c(C)c2cc(Cl)c(O)c(CN(CC)CC)c2oc1=O	-3	0	9	i	1	-6	2	-3	-26	-5
Cc1c(C)n(CC(O)CN(CCO)CCO)c2ccccc12 (stereo unspecified)	-4	-5	11	i	2	-12	-2	-4	-11	-11
O=C(C1=C(O)C(=O)N(c2ncccn2)C1c1cccc(Cl)c1)c1ccco1 (stereo unspecified)	-3	2	11	i	7	-4	-1	2	-9	-55
N#Cc1cc2c(=O)n3ccccc3nc2n(CCCn2ccnc2)c1=N	1	-3	5	i	1	12	4	7	4	-3
Cc1ccc(Nc2ncnc3c2cnn3C)cc1	2	-1	4	i	-1	14	1	7	-15	-39
Cn1cnc2c1c(=O)[nH]c(=O)n2Cc1ccccc1	1	0	17	i	-3	9	1	-2	-22	1
Fc1ccc(-c2ncc3ccccn23)cc1	18	-5	11	i	-2	35	0	-2	-48	-101
O=P(COCCOCCOCP(=O)(c1ccccc1)c1ccccc1)(c1ccccc1)c1ccccc1	8	-3	12	i	0	18	3	5	12	8
Cn1nc(-c2ccc(Cl)cc2)c2cc(C(=O)NCCCN3CCOCC3)sc21	1	2	14	nt	2	7	4	9	-25	-134
CN(C)C(C)(C)C#CC(O)(c1ccccc1)c1ccccc1	-6	3	7	i	0	-23	3	8	-15	-18
CC(C)(C)NC(=O)CSc1nc(-c2ccccc2)cc(=O)[nH]1	6	1	-4	i	-1	16	-4	-5	-35	15
Cc1cc(NC(=O)c2cnn3cccnc23)n(-c2ccccc2)n1	-11	0	37	i	-2	5	4	3	-12	-7
O=C(NCCc1ccco1)c1cc(COc2cccc(C(F)(F)F)c2)on1	-5	-3	-84*	i	-4	-11	-1	1	-31	-37
O=C1NCCN/C1=C\C(=O)c1ccccc1	-6	0	34	i	1	-2	-2	3	-51	6
CC(C)c1ccc(NC2CCCN(C(=O)CCn3cnnn3)C2)cc1 (stereo unspecified)	-2	1	24	i	0	-5	-3	-1	-39	24
CC(=O)c1c(C)oc2ccc(NS(=O)(=O)c3ccc(C(=O)O)cc3)cc12	-7	1	11	i	8	-20	-1	0	-25	0
CC(=O)c1ccc2noc(-c3cccc(C)c3)c2c1	9	-18	9	i	4	9	1	-7	-10	-99
CC(=O)Nc1cccc(NC(=O)c2cc3ccccc3o2)c1	28	-1	9	i	-3	40	-1	4	-154	-92
CCN1CCN(C(=O)CCNC(=O)Cn2ccc3ccccc3c2=O)CC1	-4	2	3	i	1	-4	-2	0	-51	20
O=C(CN(c1ccc(F)cc1)S(=O)(=O)c1ccc2c(c1)OCCO2)Nc1ccc2c(c1)OCO2	5	-1	3	i	2	7	-1	-4	-24	-2
Cc1noc(C)c1S(=O)(=O)N(CC(=O)N1CCn2c1nc1ccccc12)c1ccc(C(C)C)cc1	8	-1	28	i	0	11	-1	8	-68	-29
COc1ccccc1OCCn1c(=S)[nH]c2ccccc21	11	-2	-5	i	0	42	-2	2	-42	-17
COc1ccc(Br)cc1CN(C)C(=O)CNC(=O)c1ccc2ccccc2c1	5	-2	5	i	1	9	-3	-4	3	5
CC(C)/C=C/CN1CCN(CCCc2ccccc2)C(CCO)C1 (stereo unspecified)	-11	0	32	i	-4	-7	nt	-2	-36	-1
Brc1ccc(-c2nn3c(Cc4ccccc4)nnc3s2)o1	2	2	18	i	-2	15	-5	0	-11	-2
O=C(CCC1CCN(Cc2ccccc2O)CC1)NC1CC1	0	3	-8	i	3	2	nt	-1	-23	-13
O=C(COc1ccc(-c2ccccc2)cc1)NN=C1CCCC1	nt	2	25	nt	-2	nt	-1	-1	-27	nt
CCN(CC)CC(=O)c1c[nH]c2ccccc12	0	-2	13	i	1	44	-10	3	-6	5
O=C(Cn1c(=O)n(Cc2ccco2)c(=O)c2ccccc21)NCC1CCCO1 (stereo unspecified)	1	1	15	i	1	24	0	0	-29	14
O=C(OC1Cn2c(=O)ccc(=O)n2C1)c1ccc([N+](=O)[O-])cc1	-2	-2	5	i	-7	29	0	-3	-4	5
Cc1cccc(N(CC(=O)N=Nc2c(O)[nH]c3ccccc23)S(C)(=O)=O)c1C	-1	2	8	i	1	-3	-3	-3	-18	-3
O=C(O)c1cnn2c(C(F)(F)F)cc(-c3ccccc3)nc12	10	2	14	i	1	27	-4	0	-42	6
COc1cccc(CNC(=O)CCS(=O)(=O)c2ccc3c(c2)NC(=O)CS3)c1	-2	0	-5	i	1	-3	-3	-9	-65	-2
O=C(Nc1nc2c(s1)C(=O)CCC2)c1ccccc1	9	0	18	i	14	36	-2	-7	-124	-35
Cc1ccc(S(=O)(=O)N(CC(=O)NCCSC2CCCCC2)c2ccccc2F)cc1	-3	1	35	i	-2	15	-2	-1	-6	24
CN(Cc1ccccc1)C1=CC(=[N+]2CCCCC2)CC(C)(C)C1	2	4	22	i	2	-11	0	34*	20	-20
C/C(=N\NC(=O)c1ccccc1)c1nc2ccccc2n1C	1	-1	31	i	-7	27	-2	7	-28	62*

The results go on:
SMILES	HSF1 inhib	GSK3B inh	AI-2 QS mod	PolyA inh	HSP90 refold inh	HSF-1 act	GSK3 alpha inh	IEC-6 tox	KLF5 inhibitor	aSyn 5UTR inh
OC(c1ccccc1)(C1CCCCC1)C(CN1CCOCC1)c1ccccc1 (stereo unspecified)	4	1	19	i	-2	9	0	-12	-15	24
O=C(N/N=C1\CCc2ccccc21)c1ccccc1Cl	-3	4	-3	i	3	2	-1	9	-78	-129
CC(C)c1ccc(OCc2cccc(C(=O)N/N=C/c3cccnc3)c2)cc1	-3	4	11	i	11	4	-2	-4	-151	30
O=C(Nc1ccc(S(=O)(=O)N2CCCC2)cc1)c1cc(F)c(F)cc1Cl	-3	3	-1	i	-5	2	0	1	-5	-15
COc1ccc(C2(CNC(=O)c3cccc([N+](=O)[O-])c3)CCOCC2)cc1OC	8	2	27	i	-8	7	0	2	-3	6
Cc1ccc(NC(=O)NNC(=O)c2sccc2-n2cccc2)cc1	2	2	8	i	-3	2	5	5	11	-52
CCC1CCc2c([nH]c3ccccc3c2=O)O1 (stereo unspecified)	-6	3	22	i	1	-21	-2	0	-11	11
Cc1ccc(Oc2nnc(-c3cccs3)c3ccccc23)cc1	6	-4	19	i	-5	10	2	-3	-31	15
CN(C)CCNC(=O)C(=O)Nc1cc2c3c(c1)CCC(=O)N3CCC2	-1	0	33	i	5	0	-8	4	-11	-20

Single values from the list:
CCC1CCc2c([nH]c3ccccc3c2=O)O1 (stereo unspecified) – KLF5 inhibitor = -11
CN(C)CCNC(=O)C(=O)Nc1cc2c3c(c1)CCC(=O)N3CCC2 – HSF-1 act = 0

Only part of the results is shown (hit frequency here may not be typical).
